ELG1 genotoxic: induces genotoxicity in HEK293T cells with luciferase-tagged ELG1 | actives 1.3% (n = 330,000) | HEK293T ELG1-luciferase reporter, luminescence, 16 h | Potency, µM (highest dose often 46 µM), without a hit: at the top dose activity change, positive = activation, most hits filed as activators | AID 504466; note: potency is the fitted concentration of half-maximal effect; % of control where 0% means no effect; nearly all actives have a fitted effect of over 60% in size
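HEK293T cells expressing luciferase-tagged ELG1 were treated with compound or DMSO for 16 hr at 37°C. Luciferase activity was then read after 30 min with ONE-Glo at room temperature; rising signal flags genetic stress.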
USP2a block: USP2a (human) protease inhibition; USP2 core, Ub-CHOP2 coupled fluorogenic reporter, 485/531; Potency, µM (series often up to 38.3 µM), for the others: at the highest dose activity change, negative = inhibition, usual class: inhibitors; actives 0.01% (n = 330,000); AID 463254;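 note: potency is the fitted concentration of half-maximal effect; plate controls were DMSO wells for no effect and full inhibition by NEM control for full effect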
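USP2 core (10nM final) preincubated 30min RT with compound in 20mM Tris-HCl pH 8.0, 2mM CaCl2, 2mM beta-mercaptoethanol, 0.05% CHAPS; 25nM Ub-CHOP2 plus 25nM reporter substrate added, fluorescence (Ex485/Em531) read after 60min.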
TRPV1 ag: agonists of human vanilloid receptor 1 (TRPV1). TRPV1-expressing cells, Fluo-8 calcium influx, agonist mode. activation, % at 8.33 µM. actives 0.19% (n = 320,000). AID 540275; in the data active = activation above about 80%; inconclusive = between about 30% and that limit; note: 0% is about no effect
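TRPV1-expressing cells were cultured overnight at 35.5C and loaded with Fluo-8 calcium dye for 40 to 90 min at room temperature. After a 10 s baseline, compound was added and calcium influx was read kinetically for 3 min (ex 480/em 520 nm).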
B2AR arrestin: agonists driving beta-arrestin recruitment to human beta2-adrenergic receptor; P07550; Potency, µM (doses to about 46.1 µM), for the others: at the top dose activation, most hits filed as activators; beta-arrestin recruitment to beta2AR, cell-based reporter; actives 0.02% (n = 330,000);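 note: potency is the fitted concentration of half-maximal effect; 0% = DMSO controls and full agonism = EC100 isoproterenol or metaproterenol; nearly all actives have a fitted effect of over 65% in size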
Target sequence (P07550 whole entry, looked up): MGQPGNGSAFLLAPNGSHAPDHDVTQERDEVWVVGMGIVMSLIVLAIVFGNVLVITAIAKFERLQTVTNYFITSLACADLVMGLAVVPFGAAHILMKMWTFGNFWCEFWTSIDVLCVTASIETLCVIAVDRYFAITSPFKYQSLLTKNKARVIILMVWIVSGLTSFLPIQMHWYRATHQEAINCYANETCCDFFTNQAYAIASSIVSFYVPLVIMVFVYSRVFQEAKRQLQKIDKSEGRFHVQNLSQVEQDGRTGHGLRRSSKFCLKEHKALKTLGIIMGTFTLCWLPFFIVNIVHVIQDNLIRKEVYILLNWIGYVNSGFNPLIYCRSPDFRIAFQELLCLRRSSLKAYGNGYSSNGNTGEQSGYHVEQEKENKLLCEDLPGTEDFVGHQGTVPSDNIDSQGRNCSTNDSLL
ASM inhibitor: human S-ASM enzyme inhibition; P17405; placental ASM, HMU-PC fluorogenic substrate, 60 min; Potency, µM (titrated, usually from 57.5 µM), for the others: at the highest dose activity change, negative = inhibition, usual class: inhibitors; actives 0.006% (n = 340,000); note: potency is the fitted concentration of half-maximal effect
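Human placenta-derived ASM enzyme was preincubated with compound for 10 minutes at room temperature, then given fluorogenic substrate HMU-PC0 (9 uM final) for 60 minutes at 37 °C; a pH 10 stop preceded fluorescence reading at Ex 386/Em 447 nm.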
Eya2 phos inh: Eya2 (human) phosphatase inhibition. O00167. Potency, µM (top dose mostly 76.9 µM), inactives show top-dose activity, negative = inhibition, hits mostly inhibitors. recombinant Eya2, OMFP fluorescence dephosphorylation (OMFP is methylfluorescein phosphate). actives 0.006% (n = 330,000); note: potency is the fitted concentration of half-maximal effect; % is set by controls: 0 for no effect and ±100 for the full control effect
Target sequence (O00167 whole entry, looked up): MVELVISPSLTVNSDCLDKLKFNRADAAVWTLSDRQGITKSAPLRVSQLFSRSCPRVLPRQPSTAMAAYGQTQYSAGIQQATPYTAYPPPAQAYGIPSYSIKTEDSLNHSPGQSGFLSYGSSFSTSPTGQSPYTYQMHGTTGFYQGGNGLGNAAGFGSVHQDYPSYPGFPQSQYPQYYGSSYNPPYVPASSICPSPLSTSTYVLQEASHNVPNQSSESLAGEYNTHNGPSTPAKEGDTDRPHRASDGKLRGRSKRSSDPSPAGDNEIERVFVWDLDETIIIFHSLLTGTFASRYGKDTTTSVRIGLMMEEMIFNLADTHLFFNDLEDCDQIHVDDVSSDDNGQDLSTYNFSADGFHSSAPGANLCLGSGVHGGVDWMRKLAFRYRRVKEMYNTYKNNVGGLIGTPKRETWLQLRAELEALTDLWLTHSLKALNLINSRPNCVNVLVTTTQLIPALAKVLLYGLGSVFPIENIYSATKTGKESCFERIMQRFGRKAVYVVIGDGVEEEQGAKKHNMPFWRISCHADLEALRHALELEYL
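Eya2 protein (added as 0.2 uM solution) was preincubated with compound for 10 min at ambient temperature in 50 mM HEPES pH 7.5, 50 mM NaCl, 5 uM MgCl2, 0.05% BSA, 1 mM DTT. OMFP (added at 50 uM) then reacted 10 min; fluorescence read at 485/525 nm.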
TSG101-PTAP inh: blocks PTAP/TSG101 interaction to inhibit HIV-1 budding; Q99816; 340,000 tested, under 10 active; Fluorescence polarization, FITC-PTAP peptide / Tsg101 binding; Potency, µM (highest dose often 115 µM), inactives show at the highest dose activity change, negative = inhibition, usual class: inhibitors; AID 493005; active = well fitted inhibition curve with a large enough effect in the main read-out, with a control signal flat, not every such curve was filed as active; inconclusive = small, poorly fitted or top-dose-only effect, or effect the other way, or a change in a side signal; inactive = no such curve, though single readings can be large or run the other way; note: potency is the fitted concentration of half-maximal effect; % of control where 0% means no effect
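Compounds were pin-transferred onto Tsg101 binding domain (10 uM final) in HEPES pH 7.5 buffer, then FITC-PTAP peptide was added at 50 nM final. After 20 min at RT, polarization reported peptide displacement across a qHTS concentration series.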
p53 reactivation: re-activators of mutant p53. H1299 p53-A138V BP100-luciferase reporter, luminescence, 24 h. Potency, µM (highest dose often 92.2 µM), without a hit: at the highest dose activity change, positive = activation, actives largely listed as activators. actives 0.063% (n = 320,000); note: potency is the fitted concentration of half-maximal effect; % of control where 0% means no effect; nearly all actives have a fitted effect of over 45% in size
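p53-null H1299 cells stably carrying temperature-sensitive p53-A138V and a BP100-luciferase reporter were pinned with compounds (4-point, 1:5 series) and held 24 hrs at 37 deg C. Luminescence was read 10 min after detection reagent.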
BRCA1 expr up: BRCA1 expression activation; MCF7-BRCA1-FFLuc reporter, luminescence, 48 h; response scale: scaled: vehicle 0%, 10 µM genistein 100%; Potency, µM (titrated, usually from 46.1 µM), for inactives: at the highest dose activation, hits mostly activators; actives 1.1% (n = 380,000); AID 624202; note: potency is the fitted concentration of half-maximal effect; nearly all actives have a fitted effect of over 80% in size; some results filed as inactive show a strong effect at the top dose
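Luminescence from a BRCA1-driven firefly luciferase in MCF7 cells was the read-out, taken 15 min after substrate addition following 48 h compound exposure at 37 °C. Data were normalized to a 10 microM genistein control and DMSO vehicle.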
a7 integrin act: integrin-mediated muscular dystrophy alleviation activation; AID 624291; alpha7betagal myoblasts, beta-gal FDG fluorescence, 48 h; actives 0.064% (n = 350,000); Potency, µM (titrated, usually from 38.3 µM), inactives show at the highest dose activation, actives largely listed as activators;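 note: potency is the fitted concentration of half-maximal effect; 100% = response of the positive control SU9516; nearly all actives have a fitted effect of over 60% in size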
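alpha7betagal+/- myoblasts (passage 13, 250/well) treated 48 h at 37C with compounds at 1:260 dilution of DMSO stock. Lysed, then beta-galactosidase activity read as FDG fluorescence (ex 480/em 540) after 30 min, with pre-read for autofluorescence.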
uPA surface inh: blocks generation of uPA at the cell surface. actives 0.31% (n = 330,000). cell surface uPA generation assay, qHTS. Potency, µM (titrated, usually from 38.3 µM), inactives show at the top dose activity change, negative = inhibition, most hits filed as inhibitors; active = well fitted inhibition curve with a large enough effect; inconclusive = small, poorly fitted or top-dose-only effect; inactive = no such curve, though single readings can be large or run the other way; tested in mouse RAW 264.7 cells; note: potency is the fitted concentration of half-maximal effect; % is set by controls: 0 for no effect and ±100 for the full control effect; nearly all actives have a fitted effect of over 55% in size
Starred values were filed as active, the others as inactive; u = inconclusive; x = not tested or not shown; [ ] = another dose, or the depositor's remark. Unless noted, calls come from the whole dose curve; as a rule, active = well fitted curve in the direction sought with a large enough effect; inconclusive = small, poorly fitted or top-dose-only effect, or another doubt; inactive = no such curve, though single readings can be large; an effect the other way counts as inactive or inconclusive.

Each structure is followed by: BRCA1 expr up	Eya2 phos inh	TSG101-PTAP inh	B2AR arrestin	p53 reactivation	uPA surface inh	TRPV1 ag	USP2a block	ASM inhibitor	ELG1 genotoxic	a7 integrin act
- CCC(C)NC(=O)Cn1c(=O)n(CCCC(=O)NCc2ccccc2Cl)c(=O)c2ccccc21 (stereo not given)
  0%	-26%	-3%	0.1%	2%	1%	0	1%	-2%	0%	1%
- O=C(CNC(=O)c1ccc(Cl)cc1)NCCCn1ccnc1
  -15%	3%	-4%	-0.3%	-3%	1%	0	-1%	3%	-4%	16%
- Cc1n[nH]c(C)c1S(=O)(=O)NCCc1ccc(Cl)cc1
  -15%	0%	-3%	0.1%	4%	-3%	-2	0%	3%	0%	1%
- COc1ccc(OC)c(S(=O)(=O)N2CCC(C(=O)NC3CCCCCC3)CC2)c1
  -39%	3%	0%	0.0%	-4%	-1%	6	1%	24%	-5%	-9%
- Cc1ccnc2nc(C(=O)Nc3nnc(CC(C)C)s3)nn12
  15%	8%	-3%	-0.1%	-1%	-2%	-2	0%	-1%	8%	6%
- COc1ccccc1CCn1cc(C#N)c(=O)[nH]c1=O
  1%	-10%	0%	0.0%	3%	0%	2	8%	0%	3%	u
- CCn1c(=O)c(C(=O)Nn2c(C)nc3ccccc3c2=O)c(O)c2ccccc21
  -52%	8%	1%	-0.4%	-5%	6%	-5	0%	-5%	-7%	4%
- O=C(OCC(=O)N1CCOCC1)c1cc(S(=O)(=O)N2CCOCC2)c(Cl)cc1Cl
  -3%	16%	-8%	0.3%	10%	-2%	3	2%	-2%	0%	-40%
- CCCCOC(=O)c1ccc(NC(=O)C(CCS(C)(=O)=O)NC(C)=O)cc1 (stereo not given)
  -1%	-7%	0%	0.4%	0%	9%	-2	-1%	-1%	0%	-17%
- Cc1ccc(C(=O)Nc2ccccc2C(=O)NCc2ccco2)cc1S(=O)(=O)N1CCCCC1
  -59%	-12%	-6%	6.4%	-3%	-4%	11	-6%	-4%	-4%	-41%
- C[C@H](CO)N1C[C@H](C)[C@@H](CN(C)Cc2ccncc2)Oc2c(NS(=O)(=O)c3ccc(F)cc3)cccc2C1=O
  -4%	5%	-4%	0.1%	1%	-17%	x	0%	0%	0%	7%
- Cc1ccc2nc(-c3cccc(NS(C)(=O)=O)c3)cc(-c3ccccc3)c2c1
  -89%	-28%	1%	-2.1%	-11%	7%	1	-20%	u	-7%	-24%
- COc1ccc2oc(C(=O)OCC(=O)N3CCCCC3)c(C)c2c1
  86%	6%	-4%	-0.4%	u	2%	18	0%	4%	12%	-10%
- COc1cc2c(cc1NC(=O)CSc1ccccc1)oc1ccccc12
  3%	2%	2%	-0.1%	22%	2%	-1	2%	0%	1%	-18%
- CCOC(=O)Cc1c(C)nc2cc(C)nn2c1C
  22%	2%	-8%	0.4%	2%	-1%	-1	0%	-3%	4%	0%
- CC1CCN(C(=O)CSc2nnc(CN3CCOCC3)n2-c2ccccc2)CC1
  -13%	-7%	x	0.4%	4%	-2%	1	1%	2%	1%	8%
- Cc1ccc2ccc(C)[n+](CCCS(=O)(=O)[O-])c2c1
  30%	1%	-4%	0.6%	-1%	-2%	2	4%	6%	1%	-4%
- c1cncc(CN=C2Nc3ccccc3CS2)c1
  87%	15%	-2%	0.4%	5%	-3%	2	1%	-2%	-1%	-22%
- CCSc1nnc(NC(=O)[C@@H](NC(=O)c2ccc(C(C)(C)C)cc2)C(C)C)s1
  -8%	-1%	1%	1.2%	u	0%	-3	-11%	-3%	-7%	9%
- CCCc1nc(SCC(=O)N2CCCc3ccccc32)c2c(=O)n(C)c(=O)n(C)c2n1
  -19%	2%	-4%	-0.4%	2%	11%	19	-1%	u	-26%	7%
- O=C(NCc1ccncc1)C1CCN(S(=O)(=O)c2ccc(Cl)c(C(F)(F)F)c2)CC1
  17%	26%	0%	-0.1%	-9%	-6%	u	5%	4%	0%	-3%
- COC(=O)c1ccc(NS(=O)(=O)c2ccc(-c3cc(C)no3)s2)cc1
  7%	6%	-2%	-1.0%	-3%	-2%	0	0%	-17%	0%	17%
- N#CCC(=O)NNc1c([N+](=O)[O-])cc(C(F)(F)F)cc1[N+](=O)[O-]
  -51%	-9%	-4%	-0.9%	-9%	3%	-3	-2%	2%	-4%	-4%
- O=C(COC(=O)c1ccc([N+](=O)[O-])cc1Cl)Nc1cccnc1Cl
  -14%	17%	-3%	-0.1%	7%	4%	-1	0%	-5%	0%	1%
- O=C(CC1SC(=Nc2ccc(O)cc2)NC1=O)Nc1ccccc1 (stereo not given)
  -21%	-11%	-5%	-0.4%	2%	0%	-9	-1%	-1%	-1%	10%
- C[C@H]1CCC(=O)N([C@H](COc2ccccc2)Cc2ccccc2)CC1
  -3%	-16%	-8%	-0.3%	12%	-4%	u	2%	0%	-3%	-11%
- CC12C=CC(=O)C=C1CCC1C3CCC(O)(C(=O)CO)C3(C)CC3OC312 (stereo not given)
  -19%	5%	2%	-0.3%	3%	-3%	-2	-1%	1%	3%	10%
- Cc1cc(=O)oc2cc(OCC(=O)N3CCOCC3)ccc12
  -3%	-8%	0%	-1.2%	-13%	4%	3	4%	6%	1%	7%
- O=C(O)COc1c(-c2ccc(Cl)cc2)oc2ccccc2c1=O
  -29%	14%	-8%	0.2%	-4%	0%	5	-1%	6%	0%	7%
- CCOC(=O)c1nc2sc3c(c2c(=O)[nH]1)CCC(C)C3 (stereo not given)
  -4%	-5%	-4%	-0.2%	0%	-1%	14	-10%	296%[activator]	1%	-21%
- Cc1ccc(-c2nc3ccccc3[nH]2)cc1NC(=O)/C=C/c1ccco1
  2%	-7%	x	0.4%	14%	12%	9	0%	-9%	-3%	-1%
- CCn1c(C(Cc2ccccc2)NC(=O)COC)nc2ccccc21 (stereo not given)
  -1%	-1%	-2%	-0.2%	-1%	11%	29	-1%	-7%	-4%	4%
- COc1ccc(COC(=O)N/N=C(\C)CC(=O)Nc2ccc(Cl)cc2)cc1
  3%	-12%	0%	-0.5%	6%	-4%	0	0%	-6%	-1%	12%
- O=C(COc1ccccc1)NNC(=O)COc1ccc([N+](=O)[O-])cc1
  -15%	4%	-13%	0.0%	1%	-3%	0	1%	4%	12%	-6%
- COc1ccc(NC(=S)N2CCC(C(=O)c3ccc(F)cc3)CC2)cc1
  -2%	x	-7%	x	x	-9%	x	x	2%	x	-64%[inhibitor]

A section from further up, for reference:
Each structure is followed by: BRCA1 expr up	Eya2 phos inh	TSG101-PTAP inh	B2AR arrestin	p53 reactivation	uPA surface inh	TRPV1 ag	USP2a block	ASM inhibitor	ELG1 genotoxic	a7 integrin act
- O=C(NCc1ccncc1)C1CCN(S(=O)(=O)c2ccc(Cl)c(C(F)(F)F)c2)CC1
  17%	26%	0%	-0.1%	-9%	-6%	u	5%	4%	0%	-3%
- COC(=O)c1ccc(NS(=O)(=O)c2ccc(-c3cc(C)no3)s2)cc1
  7%	6%	-2%	-1.0%	-3%	-2%	0	0%	-17%	0%	17%
- N#CCC(=O)NNc1c([N+](=O)[O-])cc(C(F)(F)F)cc1[N+](=O)[O-]
  -51%	-9%	-4%	-0.9%	-9%	3%	-3	-2%	2%	-4%	-4%
- O=C(COC(=O)c1ccc([N+](=O)[O-])cc1Cl)Nc1cccnc1Cl
  -14%	17%	-3%	-0.1%	7%	4%	-1	0%	-5%	0%	1%

Bioassay records: PubChem BioAssay, National Center for Advancing Translational Sciences (NCATS)

Rows were taken by chance. About 2.6% of those tested had a hit in this group.
